# MmCpn inh: Inhibitors of TCP-1 ring complex (TRiC) of Methanococcus maripaludis (MmCpn): qHTS; Chaperonin Mm-Cpn (Methanococcus maripaludis); purified Mm-Cpn ATPase, ADP Transcreener TR-FRET; 0.031% of 330,000 active; Potency, µM (top dose mostly 76.9 µM), inactives show at the top dose activity, negative = inhibition, usual class: inhibitors; further: potency means the concentration at half of the fitted maximal effect; on the % scale 0 is the no-effect control and ±100 the full control effect; nearly all actives have a fitted effect of over 80% in size
#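 Compound-treated chaperonin, 25 nM final, turns over 10 uM ATP at 37°C for 30 min following a 10 min preincubation; ADP generated competes with ADP-d2 for Eu-cryptate antibody, lowering FRET.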
# CCT modulator: High-Throughput Screening for Modulators of Cytosolic Chaperonin Activity. purified chaperonin ATPase assay, HTRF ADP detection, 30 min. activity change, % (test concentration not listed), hits read low. 0.3% of 360,000 active. AID 651819, 2012; in the data active means activity change below about -30%; further: on the % scale 0 is the no-effect control and ±100 the full control effect
#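 We incubate TRiC, 40 or 20 nM final, with library compounds at 76 uM and 10 uM ATP for 30 min at 37 °C. ADP formed is detected with Transcreener HTRF reagents after 30 min at room temperature.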
# ATXN viability: Viability Counterscreen for Primary qHTS for Inhibitors of ATXN expression; 0.49% of 400,000 active; Potency, µM (series often up to 56.7 µM), actives largely listed as cytotoxic; S2 cells (HEK-293 line with an ATXN2-luciferase reporter) viability, CellTiter-Fluor protease fluorescence, 24 h; further: potency means the concentration at half of the fitted maximal effect; nearly all actives have a fitted effect of over 40% in size
# TGFb SMAD3 inh: qHTS for Inhibitors of TGF-b; AID 588855, 2011; 1.2% of 410,000 active; HepG2 CAGA-GFP TGF-b/SMAD3 reporter, GFP fluorescence, 18 h; TGF-beta stimulated, 500 pg/mL final; Potency, µM (highest dose often 46.1 µM), for inactives: at the highest dose activity, negative = inhibition, usual class: inhibitors; further: potency means the concentration at half of the fitted maximal effect; on the % scale 0 is the no-effect control and ±100 the full control effect; nearly all actives have a fitted effect of over 65% in size
#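 Smad-responsive CAGA-GFP expression was quantified in HEPG2 cells exposed to compounds and 500 pg/mL final TGF-beta for 18 h at 37 degrees C; unstimulated wells defined full inhibition.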
# Nrf2 block: Nrf2 qHTS screen for inhibitors | A549 ARE-Fluc reporter, luciferase luminescence, 18-24 h | Potency, µM (doses to about 46 µM), for inactives: top-dose activity change, negative = inhibition, usual class: inhibitors | 2.1% of 360,000 active | AID 504444, 2011; further: potency means the concentration at half of the fitted maximal effect; on the % scale 0 is the no-effect control and ±100 the full control effect; nearly all actives have a fitted effect of over 60% in size
#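 Concentration-response testing used A549 ARE_Fluc cells at 5000 cells/well. Following an 18-24 h compound incubation, viability was read by fluorescence (Ex 405/Em 525) and luciferase output by luminescence.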
# HepG2 tox: qHTS for Inhibitors of TGF-b: Cytotox Counterscreen; HepG2 CAGA-GFP viability, ATP luminescence, 18 h; Potency, µM (doses to about 46.1 µM), inactives show at the top dose activity change, negative = cytotoxicity, usual class: cytotoxic; 0.76% of 410,000 active; AID 588856, 2011; further: potency means the concentration at half of the fitted maximal effect; some results filed as inactive show a strong effect at the top dose
#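 CellTiter-Glo luminescence gave cytotoxicity after 18 hours at 37 degrees C. The cells were HepG2 CAGA-GFP in 1% FBS DMEM, stimulated with 500 pg/mL TGF-beta after compound addition. %Activity was normalised to no-cell wells (complete cell-killing) and DMSO (no toxicity), and curves were fitted and classified.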
# A549 viability: Nrf2 qHTS screen for inhibitors: counterscreen for cytotoxicity; 0.16% of 390,000 active; AID 504648, 2011; Potency, µM (doses to about 46 µM), for the others: at the top dose activity change, negative = cytotoxicity, most hits filed as inhibitors; A549 ARE-Fluc cells, CellTiter-Fluor viability, 18-24 h; further: potency means the concentration at half of the fitted maximal effect; on the % scale 0 is the no-effect control and ±100 the full control effect
#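 Cytotoxicity counterscreen: CellTiter-Fluor fluorescence was measured in A549 ARE_Fluc cells after 18-24 h of compound exposure in a concentration series. The subsequent BugLite luminescent read reports ARE-luciferase activity.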
# Nrf2 ARE act: qHTS of Nrf2 Activators | AREc32 ARE-luciferase reporter (MCF7-derived line), luminescence, 24 h | Potency, µM (top dose mostly 46.1 µM), inactives show at the highest dose activation, most hits filed as activators | 0.31% of 410,000 active | AID 624171, 2012; further: potency means the concentration at half of the fitted maximal effect; % of control where 0% means no effect; nearly all actives have a fitted effect of over 65% in size
#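 ARE-driven firefly luciferase activity in AREc32 cells measured after a 24 hr compound exposure at 37 deg C, using Steady-Glo reagent and a 30 min room-temperature hold.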
# pAkt inh: HTS Assay for Inhibitors of Akt Phophorylation: Primary Screen | Neuro2A IGF-stimulated pAkt S473 HTRF, 20 min; stronger effect = lower value | activity change, % for hits at 50 µM | 0.32% of 360,000 active; in the data active means activity change below about -80%; inconclusive means mostly about -51% to -80%; further: on the % scale 0 is the no-effect control and ±100 the full control effect
#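 Neuro2A cells in DMEM with 0.5% FBS, overnight at 37 deg C, given compound at single 50 µM final, then IGF (6 nM final) for 20 min at 37 deg C. Lysed; phospho-Akt Ser473 by HTRF after 24 h, 665/615 ratio.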
# Starred values were filed as active, the others as inactive; i = inactive; ? = inconclusive; nt = no result given; & = joins results of further samples. Unless noted, the call rests on the fitted dose curve; in most records, active means well fitted curve in the direction sought with a large enough effect; inconclusive means small, poorly fitted or top-dose-only effect, or another doubt; inactive means no such curve, though single readings can be large; an effect the other way counts as inactive or inconclusive.
molecule	HepG2 tox	TGFb SMAD3 inh	Nrf2 block	pAkt inh	CCT modulator	ATXN viability	Nrf2 ARE act	MmCpn inh	A549 viability
CCCCN1CC(COCc2ccccc2)Oc2cccc(Oc3ccc(F)cc3)c2S1(=O)=O (centres undefined)	-6%	?	-3%	i	-0.9	i	1.1%	nt	-3%
O=c1c2cn(Cc3ccc(F)cc3)c3ccccc3c-2nn1Cc1ccc(F)cc1	-6%	-3%	19%	i	0.8	i	-1.0%	-1%	-9%
N#Cc1ncc(Cc2ccccc2)nc1C#N	-1%	?	1%	i	-0.9	nt	?	2%	-6%
CCOCCCNC(=O)Cn1ncc2c(=O)oc3ccccc3c21	6%	2%	9%	i	-2.8	i	-0.1%	1%	-3%
O=C(NCc1cccs1)NC1CCCCC1	-30%	0%	?	i	2.2	i	2.5%	?	15%
O=C(NCCCc1ccccc1)c1cccs1	0%	0%	29%	i	-1.5	i	3.5%	0%	12%
Cc1cccc(C)c1NC(=O)C1C2C=CC(C2)C1C(=O)NCc1ccccn1 (centres undefined)	-4%	-4%	5%	i	-1.2	i	-0.2%	-1%	1%
CC(C)CCNC(=O)COC(=O)c1cc(Br)c(Br)s1	0%	3%	1%	i	1.4	i	7.1%	-1%	1%
COc1ccc(N/C(N)=N/c2nc(C)cc(C)n2)cc1	-1%	-17%	nt	i	0.7	?	-0.5%	nt	nt
CCCCCNc1nc2c(-c3ccccc3)nnn2c2ccccc12	5%	-5%	10%	nt	nt	i	-0.8%	nt	1%
COc1ccc(CCNC(=O)CCCn2c(=O)c3ccccc3n(Cc3ccc(C)cc3)c2=O)cc1OC	8%	-15%	2%	nt	nt	i	0.4%	nt	-6%
CCCn1c(CCC(=O)O)ccc1-c1ccccc1	-4%	-2%	-6%	i	-4.7	?	-0.5%	-4%	0%
CN1C(=S)SC(C)(C)C1N(O)C(=O)Nc1ccc(Cl)cc1 (centres undefined)	-23%	-25%	-2%	i	-1.0	i	-0.5%	2%	-4%
CCCCNS(=O)(=O)c1ccc(OC)c(C)c1	0%	9%	nt	i	1.8	i	-0.7%	2%	-2%
O=C(Nc1ccc(F)cc1F)c1c(C(F)(F)F)ccnc1Oc1ccccc1	1%	2%	8%	i	-2.2	i	0.0%	0%	-1%
COc1cccc(/C=N/Nc2ncc(C)c(=O)[nH]2)c1OC	2%	1%	1%	i	-0.4	?	-0.3%	2%	-4%
Cn1c(CN2CCCC2)nc2cc(NC(=O)c3ccc(Cl)cc3)ccc21	-1%	-35%	?	i	-2.3	i	4.4%	1%	-10%
C=CCNC(=O)c1c(N)n(-c2cccc(S(N)(=O)=O)c2)c2nc3ccccc3nc12	-8%	?	nt	i	-3.7	nt	3.4%	-1%	?
CCCC1=C/C(=C/c2ccc(-c3ccccc3OC)o2)C(=O)O1	3%	2%	4%	i	0.2	i	?	-2%	-1%
CCOc1cc(C2NC(=O)N(C)C(C)=C2[N+](=O)[O-])ccc1OC(C)=O (centres undefined)	-2%	-8%	2%	i	-2.7	?	0.3%	1%	-11%

# An excerpt from above in order of SMILES length, lowest first:
molecule	HepG2 tox	TGFb SMAD3 inh	Nrf2 block	pAkt inh	CCT modulator	ATXN viability	Nrf2 ARE act	MmCpn inh	A549 viability
O=C(NCc1cccs1)NC1CCCCC1	-30%	0%	?	i	2.2	i	2.5%	?	15%
CCCn1c(CCC(=O)O)ccc1-c1ccccc1	-4%	-2%	-6%	i	-4.7	?	-0.5%	-4%	0%
CC(C)CCNC(=O)COC(=O)c1cc(Br)c(Br)s1	0%	3%	1%	i	1.4	i	7.1%	-1%	1%
Cn1c(CN2CCCC2)nc2cc(NC(=O)c3ccc(Cl)cc3)ccc21	-1%	-35%	?	i	-2.3	i	4.4%	1%	-10%
O=C(Nc1ccc(F)cc1F)c1c(C(F)(F)F)ccnc1Oc1ccccc1	1%	2%	8%	i	-2.2	i	0.0%	0%	-1%
O=c1c2cn(Cc3ccc(F)cc3)c3ccccc3c-2nn1Cc1ccc(F)cc1	-6%	-3%	19%	i	0.8	i	-1.0%	-1%	-9%
CCOc1cc(C2NC(=O)N(C)C(C)=C2[N+](=O)[O-])ccc1OC(C)=O (centres undefined)	-2%	-8%	2%	i	-2.7	?	0.3%	1%	-11%
C=CCNC(=O)c1c(N)n(-c2cccc(S(N)(=O)=O)c2)c2nc3ccccc3nc12	-8%	?	nt	i	-3.7	nt	3.4%	-1%	?

# Next part:
molecule	HepG2 tox	TGFb SMAD3 inh	Nrf2 block	pAkt inh	CCT modulator	ATXN viability	Nrf2 ARE act	MmCpn inh	A549 viability
COC(=O)c1c(-c2ccccc2)c[nH]c1C	4%	24%	?	i	-0.2	i	4.6%	2%	0%
O=C(CSCc1ccccc1)NCc1ccc2c(c1)OCO2	-6%	-2%	4%	i	0.0	i	-0.6%	-6%	-2%
COc1cc(C(=O)N2CCN(c3ccc(Nc4ccc(C)cc4)nn3)CC2)cc(OC)c1OC	6%	-7%	nt	nt	nt	nt	8.7%	nt	-1%
Cc1cc(C)n2nc(C(=O)OCCOc3cccc(Br)c3)nc2n1	-3%	-10%	15%	i	-2.5	i	-0.2%	0%	3%
CN(C)S(=O)(=O)c1ccc(NC(=O)c2ccc3ncsc3c2)cc1	17%	-1%	1%	i	1.8	i	2.7%	-3%	-18%
COc1ccc(OC)c(NC(=O)CSc2nnc(Cc3cccn3C)n2-c2ccc(F)cc2)c1	-2%	11%	-9%	i	-0.1	i	0.4%	1%	-7%
O=C(NCc1cccs1)c1ccc(CS(=O)Cc2ccccc2Cl)o1 (centres undefined)	-4%	1%	1%	i	-0.4	i	-0.2%	1%	3%
COc1ccc(OCC(=O)Nc2cc(S(=O)(=O)N3CCCC3)ccc2OCC(F)(F)F)cc1	-19%	-28%	-15%	i	-1.4	i	0.1%	-4%	-3%
Cc1cccc(Nc2nnc(SCC(=O)Nc3cccc(S(=O)(=O)N4CCCCC4)c3)s2)c1	9%	?	?	i	2.0	i	7.4%	-10%	-11%
O=C(c1cccc(C(F)(F)F)c1)C1CCCN(Cc2cccn2-c2ccccn2)C1 (centres undefined)	-30%	?	-2%	i	-3.2	?	5.1%	?	-5%
OC1=C(O)c2nc3cc(C(F)(F)F)ccc3nc21	-5%	-1%	18%	i	-6.1	i	-0.1%	0%	1%
CCN1CCN(c2cc(C)c3cc(NC(=O)c4cccc(OC)c4)ccc3n2)CC1	-35%	-24%	?	i	-0.9	nt	4.2%	-1%	-13%
O=[N+]([O-])c1ccc(OCCCCN2CCCCC2)cc1	0%	7%	-11%	i	-0.6	i	0.3%	0%	5%
CC1=C(C(=O)Nc2ccccc2C(=O)NC2CCC(C)CC2)SCCO1 (centres undefined)	0%	-10%	4%	i	-2.5	i	0.4%	3%	3%
COc1ccc(S(=O)(=O)N2CCN(CC(=O)Nc3cc(OC)cc(OC)c3)CC2)cc1	0%	-6%	-20%	i	-0.7	i	3.9%	1%	-4%
CCc1oc2ccccc2c1C(=O)c1cc(Br)c(O)c(Br)c1	-14%	0%	-15%	i	-0.2	?	0.6%	0%&1%	0%
COc1ccc(C(=O)C2CCCN(C(=O)C3=CCCC3)C2)cc1OC (centres undefined)	-1%	1%	2%	i	-1.6	i	0.0%	7%	-8%
Cc1ccc(CNC(=O)CCc2cn(C)c3ccccc23)cc1	-4%&-30%	10%&-20%	-9%	i	-1.1	i	0.1%&0.1%	0%	12%&9%
O=c1cc(C2CCCCC2)[nH]c(=O)[nH]1	2%	6%	6%	i	2.6	?	-0.3%	nt	2%
Cc1ccc2nc(SCC(=O)Nc3cccc(S(=O)(=O)NC4=NCCCCC4)c3)[nH]c2c1	-13%	-16%	1%	i	-0.5	i	3.4%	4%	1%
COc1cccc(N2CC(C(=O)Nc3ccc(F)cc3)CC2=O)c1 (centres undefined)	1%	1%	3%	i	-1.5	i	2.4%	-7%	12%
COc1ccc(S(=O)(=O)N2CCCCCC2)cc1NC(=O)Cc1n[nH]c(=O)c2ccccc12	-9%	?	?	i	-4.5	i	-0.6%	-8%	-7%
Cn1nc(-c2ccccc2F)c2cc(C(=O)Nc3ccc4c(c3)OCCO4)sc21	-6%	-10%	15µM*	i	-1.0	?	6.1%	-1%	?
O=C(CC1C[C@H](C(=O)N2CCCCC2)[C@@]2(CCc3ccccc3)c3[nH]c4ccccc4c3CCN2C1=O)NCCC1=CCCCC1 (some centres undefined)	5%	11%	?	i	2.1	i	0.3%	-1%	6%
COc1ccc(-c2cc(C(=O)O)[nH]n2)cc1OC	-15%	1%	-5%	i	-1.5	i	-0.4%	2%	0%
Cc1cc(OCc2nc3ccccc3s2)ccc1N	-6%	7%	?	i	0.0	i	3.4%	0%	1%
COc1ccc(CC(=O)NC(C)C2COc3ccccc3O2)cc1OC (centres undefined)	-11%	-25%	-1%	i	-1.2	i	-0.5%	-1%	2%
CCOC(=O)N1CCc2c(sc(NCc3cccc(F)c3)c2C(=O)Nc2ccc(OCC)cc2)C1	-17%	?	nt	nt	nt	nt	8.8%	nt	0%
CN(C)c1cccc(Oc2nc3c(c(=O)n(C)c(=O)n3C)n2C)c1	6%	15%	-13%	i	0.1	i	-0.4%	-2%	4%

# Compound activity (PubChem BioAssay)
